Source: PubChem BioAssay
MrgX1 antagonist = antagonists of human MrgX1 receptor, primary screen, HEK293 cells, Fluo-4 calcium flux; BAM8-22 antagonism; stronger effect = lower value; B-score at 10 µM; 310,000 compounds, 1.3% hits;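 active = calcium-response B-score plate-corrected more than 3 library SD below zero, starting fluorescence within 5 deviations, no agonist response on first addition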;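 note: peak minus trough fluorescence over baseline after final BAM8-22 challenge near maximal dose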
Target sequence (Q96LB2 whole entry, looked up): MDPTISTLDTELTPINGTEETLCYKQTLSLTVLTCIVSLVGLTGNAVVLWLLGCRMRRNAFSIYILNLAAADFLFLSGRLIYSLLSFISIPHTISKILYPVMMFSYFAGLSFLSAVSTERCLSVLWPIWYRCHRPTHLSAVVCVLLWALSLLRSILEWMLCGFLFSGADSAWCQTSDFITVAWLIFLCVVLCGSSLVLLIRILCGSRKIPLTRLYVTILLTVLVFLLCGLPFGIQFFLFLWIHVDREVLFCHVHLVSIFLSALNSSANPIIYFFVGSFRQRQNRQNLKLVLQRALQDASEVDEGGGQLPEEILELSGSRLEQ
TRPC6 inhibitor = mouse TRPC6 channel inhibitors, primary screen, cell-based, HEK293, membrane potential dye; ACh-evoked depolarization; stronger effect = lower value; B-score at 10 µM; Short transient receptor potential channel 6 (Mus musculus), Q61143; 310,000 compounds, 1.1% hits;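 active = B-score under library mean minus 3 SD, initial fluorescence not abnormally high, positive integrated signal ratio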;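 note: B-score derived from integrated fluorescence ratio over the kinetic read; more negative B-score means stronger inhibition of depolarization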
TRPC4 inh = inhibitors of mouse TRPC4 channel, primary screen, Fluo4 calcium, HEK293 TRPC4beta/mu-opioid cells | DAMGO-evoked Fluo4 calcium flux; stronger effect = lower value | 300,000 compounds, 0.39% hits | Short transient receptor potential channel 4 (Mus musculus), Q9QUQ5 | B-score at 10 µM;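 active = B-score over 3 SD under the library average, no early fluorescence shift, positive overall ratio signal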
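Signal: kinetic Fluo4 fluorescence imaging of calcium influx. Material: stable TRPC4beta/mu-opioid receptor HEK293 cells. Probe or stimulus: DAMGO in two steps, submaximal then maximal.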
RGS4 inh = RGS4 inhibitors, primary screen, cell-based, HEK293 M3R inducible RGS4, calcium flux; 310,000 compounds, 0.45% hits; B-score at 10 µM; Fluo-4 calcium flux; stronger effect = higher value; triggered by carbachol at its EC20; AID 463165, 2010;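 active = B-score, a plate-corrected calcium signal, over three deviations above library mean, with baseline fluorescence within five deviations of library mean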;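 note: RGS4 expression induced by doxycycline in cells with stable M3 receptor; B-score is computed from the integrated fluorescence ratio over baseline after carbachol; higher B-score means a larger calcium signal and so more RGS4 inhibition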
Target sequence (P49798 whole entry, looked up): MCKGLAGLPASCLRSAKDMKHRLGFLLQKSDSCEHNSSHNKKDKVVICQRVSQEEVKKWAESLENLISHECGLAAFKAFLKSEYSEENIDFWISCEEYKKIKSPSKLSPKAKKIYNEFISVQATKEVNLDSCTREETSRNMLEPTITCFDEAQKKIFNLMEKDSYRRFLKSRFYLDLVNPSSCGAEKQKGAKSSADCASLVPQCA
HIF activator = HIF pathway transcriptional activators, primary screen, cell-based, U2OS HRE-luciferase, luminescence; U2OS HRE-luciferase reporter; normalized: DMSO 0%, desferrioxamine 100%; activation, % at 7.5 µM (by protocol); 300,000 compounds, 0.32% hits;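 active = mean activation of at least 10% of the iron chelator positive control signal, with at least half of replicates also reaching 10%; inconclusive = mean and replicate majority disagree about reaching 10%; inactive = mean and most replicates under 10%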
Platelet DG rel = inhibitors of platelet dense granule secretion, primary screen, cell-based, MLPCN, human platelets. inhibition, %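 (compounds screened at 7.5 µM in platelet-rich plasma)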. 300,000 compounds, 0.22% hits. human platelet-rich plasma, SFLLRN dense granule ATP release, luminescence;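 active = mean replicate score, as percent of positive control, at or above 50; inconclusive = mean below 50 but at least one replicate at or above 50; inactive = mean and every replicate below 50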
TRPC6 act = mouse TRPC6 channel activators, primary screen, cell-based, HEK293, membrane potential dye; HEK293-TRPC6 membrane potential dye fluorescence; stronger effect = higher value; B-score at 10 µM; 310,000 compounds, 0.13% hits; AID 2550, 2010;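 active = B-score of the integrated fluorescence ratio above library mean plus 3 SD, and starting fluorescence ratio within library mean plus 5 SD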;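 note: higher score means more depolarization so channel activation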
SKKanGAS inh = S. pyogenes SKKanGAS growth inhibitors in kanamycin, primary screen, streptokinase expression inhibitor project, SKKanGAS strain, BacTiter-Glo luminescence. 6 h. inhibition, % at 7.5 µM. 300,000 compounds, 1.3% hits. AID 1662, 2009;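 active = mean replicate score, as percent of positive control median, at least 50; inconclusive = mean below 50 but one replicate at or above 50; inactive = mean and every replicate below 50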;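 note: strain carries kanamycin resistance gene driven by streptokinase promoter and grows in 40 µg/ml kanamycin; loss of luminescence reflects streptokinase promoter inhibition or plain growth inhibition; 0% = median of DMSO wells and 100% = positive control at its reference dose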
MrgX1 allo act = positive allosteric modulators of MrgX1, primary screen, HEK293 cells, Fluo-4 calcium flux; Mas-related G-protein coupled receptor member X1 (Homo sapiens), Q96LB2; FDSS; stronger effect = higher value; B-score at 10 µM; 310,000 compounds, 0.63% hits; AID 588675, 2011;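 active = plate-corrected calcium response at least 3 library SD above typical, normal starting fluorescence, not activating the receptor alone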;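 note: compound read alongside a low EC10 to EC30 dose of BAM8-22 agonist; peak minus trough fluorescence over baseline measured at the second addition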
MrgX1 ag = agonists of human MrgX1 receptor, primary screen, HEK293 cells, Fluo-4 calcium flux; Mas-related G-protein coupled receptor member X1 (Homo sapiens), Q96LB2; Fluo-4 calcium fluorescence, agonist mode; stronger effect = higher value; B-score at 10 µM; 310,000 compounds, 0.44% hits; AID 588627, 2011;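 active = calcium response B-score plate-corrected fluorescence ratio at least 3 library SD, with starting fluorescence B-score inside 5 SD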
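Test system: Stable human MrgX1 HEK293 cell line | Schedule: Overnight plating before 1 h dye loading | Read-out basis: Baseline-normalised fluorescence change ratio, B-scored | Detection: Kinetic calcium dye fluorescence, Fluo-4 NW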
RGS4 act = RGS4 potentiators or activators, primary screen, cell-based, HEK293 M3R inducible RGS4, calcium flux; carbachol calcium flux Fluo4; stronger effect = lower value; B-score at 10 µM; 310,000 compounds, 0.92% hits; AID 463111, 2010;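 active = B-score of the integrated calcium signal more than 4 SD below the library mean, with starting fluorescence not abnormally high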;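 note: negative B-score means reduced calcium response which marks RGS4 activation or potentiation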
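System: HEK293 FlpIn-TREx cells, stable M3R, doxycycline-inducible RGS4. Timing: overnight RGS4 induction, 30 min dye load 37 °C, 20 min compound RT. Also added: carbachol, ECmax concentration. Measured by: Fluo4 fluorescence kinetic imaging of calcium. Evaluation: integrated calcium ratio converted to B score.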
An asterisk follows results filed as active; i = inactive; ? = inconclusive; / = no result given.

SMILES	MrgX1 antagonist	TRPC6 inhibitor	TRPC4 inh	RGS4 inh	HIF activator	Platelet DG rel	TRPC6 act	SKKanGAS inh	MrgX1 allo act	MrgX1 ag	RGS4 act
CCOC(=O)C1=C(COC(=O)CNC(=O)c2ccc(Cl)cc2Cl)NC(=O)NC1C (centres undefined)	i	i	i	i	-0.1	-2	i	-5	i	i	i
O=C1CCCc2sc3c(c2N1)CCCCC3	i	i	i	i	-0.4	-1	i	10	i	i	i
CS(=O)(=O)N1CCC(Oc2ccccc2C(=O)N2CCNC(=O)C2)CC1	i	i	i	i	0.0	2	i	-9	i	i	i
COc1cc(OC)cc(OCC(O)Cn2cnc(-c3ccccc3)c2)c1 (centres undefined)	i	i	i	i	-0.3	-2	i	-5	i	i	i
CCOc1ccc(C2C(C#N)=C(N)Oc3cc(C)n(CCN(C)C)c(=O)c32)cc1OCC (centres undefined)	-4.5*	i	i	i	0.1	-1	i	-9	i	i	i
COC(=O)c1ccccc1N1C(=O)C2C(C1=O)C1C=CC2C12CC2 (centres undefined)	i	i	i	i	0.0	7	i	9	i	i	i
O=C(/C=C\Nc1ccc(Br)cc1)c1cccnc1	i	i	i	i	2.3	2	i	-5	i	i	i
COc1ccc(NC(=O)CCn2nnc(-c3ccc(C)cc3)n2)cc1OC	i	i	i	i	-1.1	-2	i	-5	i	i	i
CCOc1ccc(C(=O)NCCC(=O)N2CCC3(CC2)NCCc2[nH]cnc23)cc1OCC	i	i	i	i	0.1	-1	i	-8	i	i	i
COc1ccccc1CCNC(=O)Cn1ccc2cc(S(=O)(=O)N3CCC(C)CC3)ccc21	i	i	i	i	-0.7	13	i	5	i	i	i
O=C1c2ccccc2C(=O)N1CCc1csc(-c2ccccc2)n1	i	i	i	i	1.1	13	i	12	i	i	i
CC(C)(O)[C@H](O)COc1c2ccoc2cc2oc(=O)ccc12	i	i	i	i	-0.8	5	i	12	i	i	i
CCCOC(=O)COC(=O)c1ccccc1NC(=O)c1ccccc1	i	i	i	i	-0.5	12	i	-23	i	i	i
Cc1cc(Cl)nc(-n2nc(C)cc2C)n1	i	i	i	i	-0.1	13	i	-3	i	i	i
CCN(CC)S(=O)(=O)c1cccc(C(=O)Nc2ccc3c(c2)OCO3)c1	i	i	i	i	2.7	-1	i	-1	i	i	i
COc1ccc2nccnc2c1[N+](=O)[O-]	i	i	i	i	-0.1	-38	i	1	i	i	i
O=C(NCc1ccco1)/C(=C/c1ccc(Br)cc1)NC(=O)c1ccco1	i	i	i	i	-0.2	1	i	0	i	i	i
O=C1CNC(=O)N1Cc1ccc(Br)cc1	i	i	i	i	-0.6	-2	i	-1	i	i	i
CCCNC(=O)C1CCCN(S(=O)(=O)c2ccc3c(c2)CC(C)N3C(=O)C2CC2)C1 (centres undefined)	i	i	i	i	-0.1	-1	i	-4	i	i	i
COc1ccc(/C=N/NC(=O)CCc2n[nH]c(=O)[nH]c2=O)cc1OC	i	i	i	i	2.0	-1	i	4	i	i	i
Cc1cc2oc3cc(NCCC4CCCN4C)ccc3c(=O)c2cc1C (centres undefined)	i	-5.9*	i	i	2.5	12	i	1	i	i	i
COc1cccc(CNC(=O)c2ccc3nc[nH]c3c2)c1	i	i	i	i	0.3	-2	i	-7	i	i	i
O=C(NCCCc1nc2ccccc2[nH]1)c1cccs1	i	i	i	i	0.2	3	i	5	i	i	i
O=C(NCCCN1CCN(c2ccccc2F)CC1)C1CCN(S(=O)(=O)c2cccs2)CC1	i	i	i	i	-0.4	1	i	-2	i	i	i
COc1ccccc1C(=O)NCCC(=O)NN1C(=O)NC2(CCCCC2)C1=O	i	i	i	i	-0.1	-15	i	-9	i	i	i

(list continues)
SMILES	MrgX1 antagonist	TRPC6 inhibitor	TRPC4 inh	RGS4 inh	HIF activator	Platelet DG rel	TRPC6 act	SKKanGAS inh	MrgX1 allo act	MrgX1 ag	RGS4 act
CCOC(=O)c1cnn2c(N)c(C#N)nnc12	i	i	i	i	0.7	-5	i	2	i	i	i
O=C(NCCCn1ccnc1)c1cc2cc([N+](=O)[O-])ccc2oc1=O	i	-5*	i	i	0.0	-12	i	4	i	i	i
Cc1csc2nc(O)c(C(=O)NCC3CCCO3)c(=O)n12 (centres undefined)	i	i	i	i	-0.4	10	i	-2	i	i	i
CCc1ccc(C(=O)NNC(=O)CCc2nc3ccccc3c(=O)[nH]2)cc1	i	i	i	i	0.5	10	i	11	i	i	i
CCCCCn1c(SCC#N)nc2cc(C(=O)NCC3CCCO3)ccc2c1=O (centres undefined)	i	i	i	i	-0.7	3	i	5	i	i	i
COc1cccc(OCc2cc(C(=O)N3CCN(c4ccccc4OC)CC3)no2)c1	i	i	i	i	?	-2	i	1	i	i	i
CCn1c(O)c(/C=N/N=C/c2ccccc2)c2ccc(C3=NNC(=O)CC3)cc21	-4.8*	i	i	i	-1.1	4	i	52*	i	i	i
O=C(NCCNC(=O)c1cc(OCC(F)(F)F)ccc1OCC(F)(F)F)Nc1ccc(Cl)cc1	i	i	i	i	0.9	2	i	3	i	i	i
CC(=O)c1oc2ccccc2c1NC(=O)CCCN1C(=O)c2ccccc2C1=O	i	i	i	i	0.8	4	i	-9	i	i	i
O=C(NCc1ccc2c(c1)OCO2)c1nnc(Cc2ccc(F)cc2)o1	i	i	i	i	-0.2	1	i	-3	i	i	i
O=C(Cc1ccccc1)NCCS(=O)c1ccc(Cl)cc1 (centres undefined)	i	i	i	i	-0.2	11	i	3	i	i	i
O=C(NC(=S)NNC(=O)c1ccccc1O)c1cccc([N+](=O)[O-])c1	i	i	i	i	-0.5	-6	i	29	i	i	i
CCOC(=O)C1=C(C)NC(=O)NC1c1cc(Br)c(O)c(OC)c1 (centres undefined)	i	i	i	i	-0.4	-1	i	1	i	i	i
CNC(=S)N(CCc1c(C)[nH]c2ccccc12)Cc1ccco1	i	i	i	i	-0.1	0	i	5	i	i	i
O=C(c1ccc([N+](=O)[O-])cc1)N1CCSC1c1ccccc1Cl (centres undefined)	i	i	i	i	-0.8	2	i	3	i	i	i
O=C(CSc1nnc(COc2cccc3cccnc23)o1)N1CCN(C(=O)c2ccco2)CC1	i	i	i	i	0.1	-7	i	-7	i	i	i
CCN(CC)CCOc1ccccc1C(C)=O	i	i	i	i	0.1	-1	i	0	i	i	i
CC1(C)Cc2c(cnn2-c2ccccc2)C(NC(=O)CCCN2CCCCC2=O)C1 (centres undefined)	i	i	i	i	-0.1	1	i	2	i	i	i
COc1ccc(C(=O)N[C@H](C(=O)N2CCN(c3ccccc3F)CC2)C(C)C)cc1	i	i	i	i	-0.3	9	i	-1	i	i	i
Nc1cc(Oc2ccc(Cl)cc2Cl)nc(N)n1	i	i	i	i	1.5	0	i	0	i	i	i
CCN1CCN(c2nc3c(C)cccn3c(=O)c2/C=C(\C#N)C(=O)NC)CC1	i	i	i	i	-2.6	2	i	-2	i	i	i
CC(C(N)=O)N1C(=O)c2cccc3cccc1c23 (centres undefined)	i	i	i	i	-0.2	-11	i	-10	i	i	i
Cc1ccc(C(=O)N2CC(=O)Nc3ccc(F)cc3C2c2ccccc2)cc1[N+](=O)[O-] (centres undefined)	i	i	i	i	-0.5	0	i	4	i	i	i
CC1CCN(C(=O)Cn2c3ccc(F)cc3c3nc4n(c(=O)c32)CCCS4)CC1	i	i	i	i	-0.6	-6	i	8	i	i	i
COc1ccc(CCN2CC(C(=O)NCc3c(C)n[nH]c3C)CCC2=O)cc1 (centres undefined)	i	i	i	i	0.0	-2	i	-8	i	i	i

Next section:
SMILES	MrgX1 antagonist	TRPC6 inhibitor	TRPC4 inh	RGS4 inh	HIF activator	Platelet DG rel	TRPC6 act	SKKanGAS inh	MrgX1 allo act	MrgX1 ag	RGS4 act
Cc1ccc(N(CC(=O)Nc2ccc3c(c2)OCCO3)S(C)(=O)=O)cc1	i	i	i	i	1.0	-1	i	28	i	i	i
COC(=O)c1ccc(CN2CCN(CCCc3ccccc3)C(CCO)C2)cc1 (centres undefined)	i	i	i	i	-0.8	3	i	-4	i	i	i
CC(C)c1ccc(NC(=O)C(c2ccccc2)N2CCOCC2)cc1 (centres undefined)	i	i	i	i	0.1	14	i	-3	i	i	i
COc1ccc([N+](=O)[O-])cc1NC(=O)C(C)OC(=O)c1ccccc1C(=O)c1ccc(Cl)cc1 (centres undefined)	i	i	i	i	-0.7	-8	i	17	i	i	i
CCOC(=O)c1c(NC(=O)c2ccoc2C)sc(C)c1C	i	i	i	i	1.9	4	i	-6	i	i	i
CCCc1ccc2oc(C(=O)N(Cc3ccncc3)CC3CCCO3)c(C)c2c1 (centres undefined)	i	i	i	i	0.1	11	i	-12	i	i	i
CCN(Cc1ccncc1)C(=O)c1cc(COc2c(C)cccc2C)on1	i	i	i	i	0.9	4	i	-2	i	i	i
CCOc1ccc(CONS(=O)(=O)c2ccc(NC(C)=O)cc2)cc1Cl	i	i	i	i	0.3	-9	i	-17	i	i	i
N/C(=N\OC(=O)c1ccco1)c1ccc(Br)cc1	i	i	i	i	2.6	/	i	2	i	i	i
Cc1ccc(C(=O)Nc2ccnc(-c3cccnc3)n2)cc1	i	i	i	i	3.4	-7	i	-3	i	i	i
CC1(NC(=O)NCCCCCCNC(=O)NC2(C)CCS(=O)(=O)C2)CCS(=O)(=O)C1 (centres undefined)	i	i	i	i	-0.2	-15	i	0	i	i	i
